From PubChem
ERp5 inh: blocks human ERp5 reductase activity on insulin; ERp5 insulin aggregation, absorbance 650 nm, 90 min; 350,000 tested, 0.05% active; inhibition, % at 9.99 µM; Q15084;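 active = mean replicate inhibition above about 25%, with every replicate also reaching it, limit read from the data, passing the limit was not always enough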
Target sequence (Q15084 whole entry, looked up): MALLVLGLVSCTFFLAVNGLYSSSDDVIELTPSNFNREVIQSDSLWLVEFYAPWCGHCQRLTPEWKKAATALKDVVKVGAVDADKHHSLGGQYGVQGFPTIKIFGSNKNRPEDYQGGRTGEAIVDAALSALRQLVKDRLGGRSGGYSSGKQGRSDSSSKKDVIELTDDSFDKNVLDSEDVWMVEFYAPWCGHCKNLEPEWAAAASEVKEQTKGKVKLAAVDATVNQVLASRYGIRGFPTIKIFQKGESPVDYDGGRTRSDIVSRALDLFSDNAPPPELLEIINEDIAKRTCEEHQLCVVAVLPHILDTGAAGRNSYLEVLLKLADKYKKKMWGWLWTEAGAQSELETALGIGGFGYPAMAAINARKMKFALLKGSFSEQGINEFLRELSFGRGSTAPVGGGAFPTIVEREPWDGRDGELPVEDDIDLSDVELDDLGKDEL
SIRT5 block: blocks human SIRT5 desuccinylation of peptide. Purified SirT5, succinyl-peptide AMC, trypsin-coupled fluorescence. AID 652115. inhibition, % at 15 µM. Q9NXA8. 330,000 tested, 1.1% active; in the data active = inhibition above about 15%
Target sequence (Q9NXA8 whole entry, looked up): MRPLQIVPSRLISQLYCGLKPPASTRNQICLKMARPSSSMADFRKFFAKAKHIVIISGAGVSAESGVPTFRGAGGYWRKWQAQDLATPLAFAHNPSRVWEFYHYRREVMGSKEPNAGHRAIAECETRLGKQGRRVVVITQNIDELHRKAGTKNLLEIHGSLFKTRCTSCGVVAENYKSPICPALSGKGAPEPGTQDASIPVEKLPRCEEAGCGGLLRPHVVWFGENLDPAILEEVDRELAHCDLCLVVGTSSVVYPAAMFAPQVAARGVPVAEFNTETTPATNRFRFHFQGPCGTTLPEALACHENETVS
Cneo AK release: Cryptococcus neoformans lysis via adenylate kinase release | C. neoformans lysis, adenylate kinase release luminescence, 4 h; normalised: neutral wells 0, clomiphene wells 100 | lysis activity, % at 15 µM | 360,000 tested, 0.2% active | AID 651654;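 active = mean lysis activity across replicates of at least 80%, whatever share of replicates individually reach that level; inactive = mean lysis activity below 80%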
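Signal: Adenylate kinase release luminescence | Assay system: Log-phase Cryptococcus neoformans yeast cells | Input: Cells at 5 × 10^6 per mL | Buffer or medium: Fresh YPD growth medium | Compound: Single dose | Schedule: Static 4 h at 37 °C with compound, 1 h detection | Controls: Clomiphene | Read-out: Luminescence rise reflecting yeast cell lysis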
ARNT TACC3 PPI: disrupts binding between human ARNT and TACC3. Q9Y6A5. inhibition, % at 9.99 µM. AlphaScreen His-ARNT PAS-B/GST-TACC3 binding, luminescence; TACC3 fragment carries E629A point mutation. 390,000 tested, 0.66% active;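 active = mean inhibition of replicates at least 50% and at least half of replicates each reaching 50%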;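 also: 0% = complete ARNT plus TACC3 wells and 100% = ARNT alone without TACC3; many hits fall short of the cut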
Statin myotox sup: suppression of simvastatin myotoxicity. AID 602340. rescue of ATP level, % at 7.49 µM. 330,000 tested, 0.78% active. C2C12 myotubes + simvastatin, ATP luminescence, 48 h; scaled: DMSO 0, geranylgeraniol control 100;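 active = mean ATP rescue above about 67%, or every replicate alone reaching that limit, limit read from the data, passing the limit was not always enough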;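 also: myotubes were challenged with 10 µM simvastatin during compound exposure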
miR-122 sensor: inhibitors of miR-122 in Huh7 cells; Huh7 miR-122 Renilla luciferase sensor, 48 h; neutral wells = 0, positive control = 100; 340,000 tested, 0.3% active; activation (reporter increase), % at 12.5 µM;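 active = mean replicate activation score at least 90 and every replicate individually at or above 90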;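 also: higher luciferase means less miR-122 activity so hits act as miR-122 inhibitors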
esBAF inh: blocks esBAF chromatin remodeling in mouse ES cells; Bmi1-luciferase knock-in reporter, 24 h; 100% = twice the neutral-well signal; 350,000 tested, 2% active; AID 602393; reporter increase, % at 12.5 µM; in the data active = activation above about 40%;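 also: 0% = median of the plate's neutral control wells and 100% = double that signal; a rise in the Bmi1 reporter signal indicates esBAF inhibition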
* = called active by the depositor; · = not tested or not shown; & = joins results of further samples; [ ] = another dose, or the depositor's remark.

SMILES	ERp5 inh	SIRT5 block	Cneo AK release	ARNT TACC3 PPI	Statin myotox sup	miR-122 sensor	esBAF inh
CC(=O)Nc1sc(C)c(C)c1C(=O)OCC(=O)NC(C)c1ccccc1 (stereo unspecified)	-2	-5	-1	4	1	-5	5
O=C(Nc1ccccc1F)N1C[C@@H]2[C@H](c3ccccc31)[C@H](CO)N2C(=O)c1ccccn1	-2	1	11	-8	-5	-12[16.7 µM]	2
C[C@@H]1CN([C@H](C)CO)C(=O)c2cccc(NC(=O)c3nc4ccccc4s3)c2O[C@@H]1CN(C)C	-1	-2	-9	2	2	-6[16.7 µM]	1
O=S(=O)(NC1c2cccc3cccc(c23)C1N1CCNCC1)c1ccccc1 (stereo unspecified)	·	·	2	2	-3	-3	1
COc1ccc(OC)c(N=Nc2c(O)c3ccccc3[nH]c2=O)c1	4	·	2	3	-12	-3	·
COc1ccc(CNC(=O)C[C@H]2C[C@H]3c4cc(NC(=O)C5CCC5)ccc4O[C@H]3[C@H](CO)O2)cc1	3	0	-1	-12	3	3[16.7 µM]	8
Cc1c(O)ccc(C(=O)CN2CCN(Cc3ccc4c(c3)OCO4)CC2)c1O	·	·	-5	5	·	-6	·
O=C(COC(=O)c1cc(S(=O)(=O)N2CCOCC2)ccc1O)NCc1ccc2c(c1)OCO2	-1	-1	-2	-19	22	·	-6
O=C(NC(=S)Nc1ncccn1)c1ccccc1Br	0	2	-1	-1	9	-3	45*
COc1ccc(OCC(=O)Nc2cc(S(=O)(=O)N3CCCC3)ccc2Cl)cc1	1	-6	-2	9	11	-10	-9
CNC(=S)N1N=C(c2cccs2)CC1c1ccc(F)cc1 (stereo unspecified)	4	1	-4	22	40	8	-8
O=c1/c(=C/c2ccco2)sc2n1CN(c1cccc(Br)c1)CN=2	·	·	1	30	6	-4	-3
CCOC(=O)c1ccc(CC2S/C(=C(\C#N)C(C)=O)NC2=O)cc1 (stereo unspecified)	·	·	0	-9	-11	8	-1
O=C(COc1cccc(-n2cnnn2)c1)Nc1ccccc1	-3	-3	-2	-4	1	-3	0
Cc1cc(C)c(C)c(OCCCN(C)C)c1	·	·	3	8	·	-6	·
Cc1cc(N2CCOCC2)nc2ccc(NC(=O)CCC(=O)N3CCN(c4ccccc4F)CC3)cc12	-1	-11	-6	-3	-1	-2	74*
O=C(COc1ccc(-c2ccccc2)cc1)NNC(=O)NC1CCCCC1	7	1	·	-4	·	·	·
C[C@H](CO)N1C[C@H](C)[C@H](CN(C)Cc2cccc(C(=O)O)c2)OCc2cn(nn2)CCCC1=O	1	0	2	6	-10	-6[16.7 µM]	-4
O=c1c2[nH]c3ccc(F)cc3c2nc2n1CCCS2	-15	-7	-2	1	0	2	5
C[C@H]1CN([C@@H](C)CO)C(=O)c2cccc(NS(=O)(=O)c3cccs3)c2O[C@@H]1CN(C)Cc1ccc(Cl)c(Cl)c1	-5	-1	-2	-12	25	36[16.7 µM]	-3
CN(C)C(CNC(=O)c1ccc(Br)cc1)c1ccco1 (stereo unspecified)	-2	0	-2	-4	0	·	3
C=CC[C@@H](OC(=O)Nc1ccc(SC)cc1)c1ccc(OCCO)cc1	-3	-2	11	3	·	·	·
O=C(CC1SC(N2CCOCC2)=NC1=O)Nc1ccccc1Cl (stereo unspecified)	-2	0	1	7	1	-11	-2
CC(=O)c1c(C)[nH]c(C(=O)CN2C(=O)NC(C)(c3ccc4c(c3)OCO4)C2=O)c1C (stereo unspecified)	2	1	7	-2	11	·	-3
Cc1ccsc1C(=O)OCC(=O)N1C(C)CCCC1C (stereo unspecified)	7	-2	-1	-3	3	0	79*

(next part)
SMILES	ERp5 inh	SIRT5 block	Cneo AK release	ARNT TACC3 PPI	Statin myotox sup	miR-122 sensor	esBAF inh
O=C(NC(=S)NNC(=O)c1cc2ccccc2cc1O)c1ccco1	1	12	·	35	·	·	·
O=C(c1cc(-c2ccc(F)cc2)on1)N1CCCc2ccccc21	3	0	-4	-5	-1	3	14
O=C(CCCc1nc(-c2ccccc2Cl)no1)NCc1cccnc1	·	·	-1	2	7	1	17
Cc1csc(NC(=O)C2CC(=O)N(c3ccc(C)c(C)c3)C2)n1 (stereo unspecified)	2	0	-1	0	7	-6	0
O=C(Nc1ccc2oc(-c3cccnc3)nc2c1)c1cccnc1	·	·	8	-6	4	-5	28
CN(C)Cc1cn(CC[C@@H]2CC[C@@H](NS(=O)(=O)c3ccccc3)[C@H](CO)O2)nn1	-3	-2	-1	-7	-1	·	-7
COC(=O)c1sccc1NC(=O)COc1ccc(Cl)cc1	4	0	·	-19	·	·	·
O=C(/C=C/c1ccccc1)Nc1cccc(C(=O)NC2CC2)c1	1	1	2	3	-4	-7	39
O=C(CS(=O)(=O)c1ccccc1Cl)N1CCOCC1	4	-4	-2	-4	·	-7	·
COc1ccc(CN2CCC(C)=CC2C)cc1 (stereo unspecified)	-1	1	-6	-3	·	·	·
Cc1cccc(N2CC(C)Cn3c2nc2c3c(=O)n(CC(=O)OCc3ccccc3)c(=O)n2C)c1 (stereo unspecified)	·	·	-4	19	-7	1	1
CC(c1nc2ccccc2c(=O)[nH]1)N1CCOCC1 (stereo unspecified)	2	0	-1	-9	0	-1	-3
CCO[C@@H]1OC(C(=O)NC2CC2)=C[C@H](c2ccc(C(F)(F)F)cc2)[C@H]1CCCO	8&6	-1	-7&-3	4&-2	-7	-2	-2
COc1ccc(CNC(=O)CN2C(=O)COc3ccc(S(=O)(=O)N4CCCCC4)cc32)cc1	3	4	1	-4	0	-1	-8
COCC(C)N1CCC(n2nccc2NC(=O)c2ccccc2Cl)CC1 (stereo unspecified)	5	-1	0	-1	·	-6	·
CCC(=O)N1C[C@H](O)COC[C@@H]2O[C@@H](CC(=O)NCc3ccccc3Cl)CC[C@H]21	-3	0	117*	-5	7	2[16.7 µM]	-5
CC(=O)Nc1ccc(NC(=O)Cn2cnc(S(=O)(=O)N3CCOCC3)c2)cc1	-4	5	-2	-14	6	3	-4
Nc1nnc(-c2ccccc2Cl)s1	·	·	-1	10	·	6	10
O=C(NC(=S)N1CCCc2ccccc21)c1ccc([N+](=O)[O-])cc1	3	-7	·	34	·	·	·
Cn1cnc(S(=O)(=O)N[C@H]2C=C[C@@H](CC(=O)Nc3ccc(-c4ccccc4)cc3)O[C@@H]2CO)c1	0	-9	-2	-9	0	0[16.7 µM]	4
CCOc1cc2c(C#N)c(N3CCOCC3)nc(N)c2c(N)n1	·	·	-10	30*	-21	-5	10
[O-][N+](=Cc1ccccc1)c1ccc(Cl)cc1	2	-1	·	-1	·	·	·
C[C@H]1CN([C@@H](C)CO)C(=O)c2cc(NC(=O)Cc3cn(C)c4ccccc34)ccc2O[C@@H]1CN(C)Cc1ccc(C(F)(F)F)cc1	-2	1	-5	-11	83*	-13[16.7 µM]	0
Cc1ccc(S(=O)(=O)Nc2ccc3c(c2)C(=O)N([C@H](C)CO)C[C@@H](C)[C@H](CN(C)C(=O)NC2CCCCC2)OCCCC[C@@H](C)O3)cc1	2	11	1	-7	·	-12[16.7 µM]	3
C[C@@H]1CN([C@@H](C)CO)C(=O)c2cc(NS(=O)(=O)c3ccc(Cl)cc3)ccc2O[C@@H]1CN(C)Cc1ccc(C(=O)O)cc1	0	1	-1	-9	-15	1[16.7 µM]	-1

(continued)
SMILES	ERp5 inh	SIRT5 block	Cneo AK release	ARNT TACC3 PPI	Statin myotox sup	miR-122 sensor	esBAF inh
COc1ccc(S(=O)(=O)CCC(=O)N2CCN(c3ccc([N+](=O)[O-])cc3)CC2)cc1	5	-2	1	-15	-6	-4	-11
CO[C@@H]1CN(C)C(=O)c2ccc(NS(=O)(=O)c3ccccc3F)cc2OC[C@@H](C)N(S(C)(=O)=O)C[C@H]1C	2	2	0	-11	-9	11[16.7 µM]	2
CS(=O)(=O)N(CC(=O)N1CCC(C(N)=O)CC1)c1ccc(Cl)c(C(F)(F)F)c1	·	·	3	4	6	-2	-4
Cc1cc(C)nc(NC(=O)c2c(-c3ccccc3Cl)noc2C)n1	·	·	1	1	-7	3	-5
CS(=O)(=O)Nc1ccc2c(c1)[C@H]1C[C@H](CC(=O)NCc3cccnc3)O[C@H](CO)[C@H]1O2	-2	0	2	3	-4	2[16.7 µM]	0
Cc1ccc(/C=C/C(=O)c2ccccc(=O)c2O)c(C)c1	-6	·	0	-8	·	10	·
O=C(/C=C/c1ccc2c(c1)OCO2)NCc1ccc(F)cc1	·	·	0	-3	-1	-2	-2
O=C(NNC1=C(C(=O)C(F)(F)F)CCC1)c1ccncc1	3	1	·	16	·	·	·
COc1ccccc1C(=O)NCC(=O)N1CCN(c2ncccn2)CC1	1	-2	8	·	3	·	4
Cc1ccccc1-c1cc(-c2ccccc2O)n[nH]1	·	·	-5	-8	-10	5	-29
Cc1cc(NC(=O)c2ccccc2C)no1	4	7	-1	26	8	-9	10
CC(=O)c1ccc(N2CCN(C(=O)c3cc4c(-c5ccccc5F)nn(C)c4s3)CC2)cc1	-5	-2	2	-4	12	-5	-10
CN1CCCC(OC(=O)c2cc(F)c(F)c(F)c2F)C1 (stereo unspecified)	0	-4	4	-12	-2	-5	-8
CSCc1nc2scc(-c3ccccc3)c2c(=O)[nH]1	-4	-1	·	-21	·	·	·
NS(=O)(=O)c1ccc(NC(=O)c2cccc(N3C(=O)c4ccccc4C3=O)c2)cc1	5	0	1	-3	45	4	-9
CSc1nc(N)c2c(n1)OC(N)=C(C#N)C2c1cccnc1 (stereo unspecified)	-1	3	·	-1	·	·	·
CSc1nn2cc(CCN3CCOCC3)c(-c3ccc(F)cc3)nc2c1C#N	-4	-2	·	4	·	·	·
COc1ccc(CNC(=O)COC(=O)CCOc2ccc(C)cc2)cc1	-11	-8	1	-3	-9	·	2
Cc1cc(NC(=O)CSc2nc(=O)cc(N)n2-c2ccc(C)c(C)c2)no1	0	0	-3	-11	0	·	-5

Filtered by structure: the compounds so far containing an aryl methoxy group.
SMILES	ERp5 inh	SIRT5 block	Cneo AK release	ARNT TACC3 PPI	Statin myotox sup	miR-122 sensor	esBAF inh
COc1ccc(OC)c(N=Nc2c(O)c3ccccc3[nH]c2=O)c1	4	·	2	3	-12	-3	·
COc1ccc(CNC(=O)C[C@H]2C[C@H]3c4cc(NC(=O)C5CCC5)ccc4O[C@H]3[C@H](CO)O2)cc1	3	0	-1	-12	3	3[16.7 µM]	8
COc1ccc(OCC(=O)Nc2cc(S(=O)(=O)N3CCCC3)ccc2Cl)cc1	1	-6	-2	9	11	-10	-9
COc1ccc(CN2CCC(C)=CC2C)cc1 (stereo unspecified)	-1	1	-6	-3	·	·	·
COc1ccc(CNC(=O)CN2C(=O)COc3ccc(S(=O)(=O)N4CCCCC4)cc32)cc1	3	4	1	-4	0	-1	-8
COc1ccc(S(=O)(=O)CCC(=O)N2CCN(c3ccc([N+](=O)[O-])cc3)CC2)cc1	5	-2	1	-15	-6	-4	-11
COc1ccccc1C(=O)NCC(=O)N1CCN(c2ncccn2)CC1	1	-2	8	·	3	·	4
COc1ccc(CNC(=O)COC(=O)CCOc2ccc(C)cc2)cc1	-11	-8	1	-3	-9	·	2
